Assay outcomes (PubChem BioAssay)
tim10-1 inh – inhibits growth of tim10-1 mutant yeast | S. cerevisiae tim10-1 ts strain growth, BacTiter-Glo, 24 h | inhibition, % at 20 µM | hit rate 2.2% among 330,000 | AID 463190;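 active = inhibition of at least 40%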;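 also: mutant grown at 25 °C; 0% = DMSO wells with yeast and 100% = wells holding no yeast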
NR3A LBD binder – modulators (binders) of human NR3A ligand-binding domain. hit rate 2.5% among 340,000. AID 1259313. Tm shift relative to glycine control, % at 25 µM. NR3A LBD differential scanning fluorimetry, Tm shift; 0% = protein alone, 100% = glycine-bound protein;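 active = melting temperature shift of at least 10% of the positive control shift, at one fixed dose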
NLRP3 yeast inh – inhibitors of NALP3 inflammasome in yeast. Yeast reconstituted NLRP3/ASC/caspase-1, beta-gal luminescence, 24 h. inhibition, % at 10 µM. hit rate 0.39% among 330,000. AID 2825;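 active = inhibition of 50% or more; inactive = inhibition below 50%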;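 also: plate controls were induced DMSO wells for no effect and uninduced yeast grown without galactose for full effect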
MPTP inh – permeability transition pore inhibition | isolated mouse mitochondria, Ca2+ swelling absorbance, 30 min | inhibition, % at 10 µM | hit rate 1.4% among 360,000 | AID 602449;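 active = inhibition of 50% or more, scaled per plate between neutral and stimulator controls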;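 also: 0% = DMSO wells given calcium and 100% = 1 mM EGTA wells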
APJ antag – APJ receptor antagonism; hit rate 0.32% among 330,000; P35414; inhibition, % at 20 µM; CHO-K1 APJ beta-arrestin complementation, luminescence;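 active = inhibition above about 40% at 20 µM, limit read from the data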;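 also: cells challenged with 10 nM apelin-13 agonist together with compound; plate controls were apelin-13 plus DMSO wells for no effect and DMSO wells lacking apelin-13 for full effect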
Target sequence (P35414 whole entry, looked up): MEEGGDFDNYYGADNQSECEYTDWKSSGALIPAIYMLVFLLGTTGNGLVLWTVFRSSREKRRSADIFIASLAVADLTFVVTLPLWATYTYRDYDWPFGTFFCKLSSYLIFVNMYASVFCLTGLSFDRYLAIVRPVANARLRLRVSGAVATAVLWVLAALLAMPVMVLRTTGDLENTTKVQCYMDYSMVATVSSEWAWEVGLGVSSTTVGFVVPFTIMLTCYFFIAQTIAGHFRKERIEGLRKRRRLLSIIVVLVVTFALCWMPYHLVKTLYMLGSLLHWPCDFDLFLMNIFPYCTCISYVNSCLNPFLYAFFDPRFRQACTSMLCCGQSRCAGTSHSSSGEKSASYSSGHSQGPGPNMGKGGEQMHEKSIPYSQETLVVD
APJ agonist – APJ receptor agonism | P35414 | CHO-K1 APJ PathHunter beta-arrestin, luminescence; 0% DMSO wells, 100% apelin | activation, % at 20 µM | hit rate 0.11% among 330,000 | AID 2520;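 active = activation more than six SD over the plate average, tested at 20 µM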;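 also: 0% = DMSO alone and 100% = apelin-13 at 10 nM; some results filed as inactive read as strong as hits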
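system = engineered CHO-K1 APJ arrestin reporter cells | input = 1000 cells per well | timing = overnight seeding, 90 min compound at 25 °C, 1 h detection | measured by = enzyme-fragment complementation luminescence | read-out = beta-arrestin recruitment to APJ as agonist activity, luminescent signal | control set = negative DMSO alone, positive Apelin-13 at 10 nM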
TIM10 inh – growth inhibitors of TIM10 yeast strain. S. cerevisiae TIM10 strain growth, BacTiter-Glo luminescence, 24 h. inhibition, % at 10 µM. hit rate 1.4% among 330,000. AID 463195;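 active = inhibition of 40% or more at the single tested concentration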;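 also: wild-type TIM10 isogenic control strain grown at permissive 25 °C; 0% = DMSO yeast wells and 100% = minimal medium wells without yeast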
beta cell repl – induces beta-cell replication in MIN6 cells | AID 2380 | MIN6 cells proliferation, ATPlite luminescence, 48 h; cells starved in 0.2% serum; 100% = growth in 10% serum | proliferation, % at 10 µM | hit rate 0.29% among 330,000;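 active = compounds whose signal lies at least 3.5 SD above the mean of all wells on their plate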;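 also: 0% = DMSO-treated cells in low-serum medium and 100% = 10% serum control; some compounds called inactive have numbers as strong as hits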
tim23-1 inh – tim23-1 yeast growth inhibition; S. cerevisiae tim23-1 growth, BacTiter-Glo luminescence, 24 h; inhibition, % at 20 µM; hit rate 1.3% among 330,000; AID 463212;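 active = growth inhibition of the mutant yeast at or above 50%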;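 also: temperature-sensitive mutant grown at 25 °C; plate controls were DMSO-treated mutant yeast for no effect and medium wells lacking yeast for full effect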
Numbers without * were called inactive; . = no result given.

compound,tim10-1 inh,NR3A LBD binder,NLRP3 yeast inh,MPTP inh,APJ antag,APJ agonist,TIM10 inh,beta cell repl,tim23-1 inh
Cc1cccc(C(CC(=O)N2CCCCC2)c2ccccc2)c1O (centres undefined),22,-1,21,1.4,-7,-3,0,2,24
CCN(CC)c1nc(-c2ccccc2)ncc1S(=O)(=O)c1ccc(C)cc1,-4,3,35,0.5,20,-1,-19,-4,21
Nc1nc2c(ncn2CCC(CO)CO)c(=O)[nH]1,4,.,9,.,12,0,4,-1,8
c1ccc(-c2ncc3c(ccc4ccccc43)n2)cc1,15,-2,22,4.4,10,-2,13,0,11
COc1ccc(CCNC(=O)CCCn2c(SCC#N)nc3ccccc3c2=O)cc1OC,17,-4,19,2.6,-12,-2,12,-1,12
C/C(=N/N1CCN(c2ccccn2)CC1)c1ccc([N+](=O)[O-])cc1,-59,0,9,2.9,9,-2,-181,0,-118
CCOc1ccccc1CNS(=O)(=O)c1cc(-c2cc(C)no2)ccc1OC,38,-1,12,-1.0,10,-1,7,2,45
COc1ccc(C(C(=O)NCC2CCCO2)N(C(=O)CNC(=O)c2ccco2)c2cc(C)cc(C)c2)cc1OC (centres undefined),-6,-2,-4,0.7,16,0,6,-2,8
O=C(CNC(=O)c1cc2ccccc2o1)NCc1cccs1,-5,-2,20,-1.5,-4,-6,1,0,5
Cc1ccc(C(=O)NC2CC(C)(C)NC(C)(C)C2)c(C)c1,-1,-1,-1,-1.5,10,-1,2,2,-8
Cc1cc(NC(=O)CN2CCN(c3ncccn3)CC2)no1,-20,-2,4,-0.2,-10,0,-8,0,-7
COc1ccc(N2CCN(CC(O)COc3ccc(F)cc3)CC2)cc1 (centres undefined),2,0,-5,0.6,-10,-2,-40,-2,5
Cc1cc(/C=c2/sc3nc4ccccc4n3c2=O)c(C)n1-c1ccccn1,31,0,11,-0.4,22,-1,36,-4,37
CCOc1ccc(OCC)c(-c2c(=O)n(OCc3ccccc3C(=O)OC)c3ccccc3[n+]2[O-])c1,29,1,7,-1.0,4,-5,18,2,35
O=C(CSc1ccc(-c2ccco2)nn1)NC1CCCCC1,9,-1,7,-0.9,-6,-4,-1,1,9
COc1cc(/C=N/Nc2ccc(C(=O)O)cc2)cc(OC)c1OC,8,-4,-5,-1.3,-1,-1,20,-2,-5
COc1ccc(NS(=O)(=O)c2cccc(C(=O)NCC(c3ccc(OC)cc3)N3CCOCC3)c2)cc1 (centres undefined),9,0,17,-1.3,1,-7,4,2,1
C1CCCC(N2CCNCC2)CC1,-24,-2,4,-0.7,1,-2,-11,-4,-20
CCN(CC(=O)Nc1c(F)cccc1F)C(=O)c1ccc(=O)[nH]c1,-8,1,6,1.6,11,4,7,-2,-4
COc1ccc(C(=O)N2CCC(n3c(C)nc4cc(F)ccc43)CC2)cc1OC,5,-1,-7,0.0,14,1,3,1,13
CCOc1ccc(N(CC(=O)N2CCN(C(=O)CN(c3ccc(OCC)cc3)S(C)(=O)=O)CC2)S(C)(=O)=O)cc1,-4,-1,3,0.1,7,-1,-10,-3,4
Fc1ccc(NC(=S)NNc2ncc(C(F)(F)F)cc2Cl)c(F)c1,18,-8,4,94*,72*,-7,20,-5,-16
COc1ccccc1-n1cnc(N)c1C(=O)c1ccccc1,23,0,-1,-1.5,-3,1,-6,-2,9
CCOc1ccc(OCc2ccc(C(=O)Nc3cccnc3)cc2)cc1,-23,2,2,0.8,-5,-1,17,-4,3
CCc1ccc(N(C)S(=O)(=O)c2ccc3[nH]cc(C(=O)NCCN4CCOCC4)c(=O)c3c2)cc1,4,-32,15,2.0,-20,11,6,-2,2

Entries from the list above that contain an aryl thioether with sulfur outside any ring, in the order listed:
compound,tim10-1 inh,NR3A LBD binder,NLRP3 yeast inh,MPTP inh,APJ antag,APJ agonist,TIM10 inh,beta cell repl,tim23-1 inh
COc1ccc(CCNC(=O)CCCn2c(SCC#N)nc3ccccc3c2=O)cc1OC,17,-4,19,2.6,-12,-2,12,-1,12
O=C(CSc1ccc(-c2ccco2)nn1)NC1CCCCC1,9,-1,7,-0.9,-6,-4,-1,1,9

The results go on:
compound,tim10-1 inh,NR3A LBD binder,NLRP3 yeast inh,MPTP inh,APJ antag,APJ agonist,TIM10 inh,beta cell repl,tim23-1 inh
Cc1cc(NN)nc(NS(=O)(=O)c2ccccc2)n1,10,0,15,-0.7,-2,-1,-3,-1,19
CCOc1cc(CNCCc2c[nH]c3ccccc23)cc(Cl)c1OCC(N)=O,5,-1,8,1.0,4,-2,6,-1,18
CCOC(=O)c1cc(C#N)c(NCc2ccccc2)nc1C,19,1,16,0.3,4,-4,1,-3,5
COc1ccc(/C=N/NC(=O)c2ccc(COCC(F)(F)C(F)F)cc2)cc1,17,12*,7,1.1,-11,3,-11,0,-12
c1cnc2c(OCc3cn4cccnc4n3)cccc2c1,-4,1,14,-2.8,14,-4,3,-2,1
O=C(c1ccco1)N(CCCN1CCOCC1)c1nc(-c2ccc(F)cc2)cs1,10,-4,39,0.6,11,-1,28,-4,33
CCc1ccccc1NC(=O)Nc1cccn(Cc2ccc(F)cc2)c1=O,-12,-1,19,-1.6,11,-3,-2,-4,12
CC(C)CN1CCN(Cc2cccc3ncccc23)CC1CCO (centres undefined),14,2,-3,0.8,12,-1,0,-4,-13
COc1ccc(-c2cc(C(=O)NC(C)C)no2)cc1,22,0,27,-0.1,-15,-5,8,3,26
COC(=O)C(NC(=O)c1ccccc1)=C1C=C(C)OC(C)=C1,-2,1,12,0.1,-6,0,4,0,-4
O=C(c1ccc(=O)[nH]n1)N1CCN(S(=O)(=O)c2cccc(F)c2)CC1,3,1,-4,1.4,0,-2,-3,-2,-1
Cc1ccc(/C=C2/Sc3ccccc3N(CC(=O)NCC3CCCO3)C2=O)cc1 (centres undefined),31,-1,17,-2.7,-9,7,14,3,15
NC(=O)c1nc(N2CCOCC2)nc(N2CCOCC2)n1,8,0,-7,1.3,7,-1,8,-3,-1
O=C(Nc1ccc2ccccc2c1)c1cnccn1,12,-12,36,-0.6,-4,0,20,-4,7
COc1ccc(CCNC(=O)CCC(=O)n2ncc3cc(C)ccc32)cc1OC,8,-19,23,1.1,17,-2,-1,-1,12
CCOc1cc(N2CCOCC2)c(OCC)cc1NC(=O)C(C)(C)C,17,-2,-11,0.9,-8,-2,3,2,9
COc1ccc2cc3cc(C(=O)NCCCN4CCOCC4)oc3nc2c1,58*,0,-5,-0.7,2,-3,79*,-1,45
O=C(O)CSc1cc(C(=O)c2cc(F)ccc2O)cn2c(=O)c3c(-c4ccccc4)csc3nc12,18,4,11,14,-10,1,-1,-6,19
O=C(CCCCCn1c(=S)[nH]c2ccccc2c1=O)N1CCOCC1,27,1,9,-0.3,-9,-3,-5,0,9
O=C(Nc1cccc([N+](=O)[O-])c1)NC1CCCCCCC1,43*,-2,16,80*,13,4,44*,-5,44
COc1cccc(CNC(=O)CCCNC(=O)c2ccc(Cl)cc2)c1,12,-2,0,-0.3,4,5,-8,-3,16
CN(Cc1ccc(N(C)C)cc1)C(=O)c1cc2ccccc2o1,-4,-1,3,-0.2,21,-2,7,0,19
CCOC(=O)c1c2n(c3ccc(OC(C)=O)cc13)CCC2,34,4,9,0.3,2,-1,3,-3,25
O=Cc1c(-c2ccc(Cl)cc2)oc2ccc(O)cc12,-13,-15,34,4.1,-12,1,8,-2,26
COc1ccccc1C(=O)COC(=O)C1(C)CC1(Cl)Cl (centres undefined),14,7,30,-0.4,14,-5,11,0,34
CCOc1ccc(-c2cn(CCC#N)cn2)cc1,-10,0,-9,0.1,9,-3,-8,-3,-12
Cc1nn(CC2CC2)c(=O)n1-c1ccc(C(C)C)cc1,26,0,18,0.5,-3,-3,-13,0,2
COCCCC1CCN(C(=O)C2CCC(=O)N(Cc3ccccc3F)C2)CC1 (centres undefined),6,3,21,-0.5,14,-2,-1,-5,-1
CCCN(CCC)Cc1c(C(=O)OCC)nnn1-c1nonc1N,3,1,13,1.8,18,-2,-5,0,12
COc1ccccc1NC(=O)CCCc1nnc2n(C)c(=O)c3sccc3n12,-15,0,17,-0.7,22,0,3,0,4
O=C(NCCc1ccc2c(c1)OCO2)C1CCN(S(=O)(=O)c2ccc(Cl)cc2)CC1,21,1,23,2.7,16,1,26,-3,28
CN(C)CC(NC(=O)c1cccc(S(=O)(=O)Nc2ccc3c(c2)OCO3)c1)c1ccccc1 (centres undefined),6,0,-2,0.3,4,-1,4,-4,20
CC1Cc2ccccc2N1C(=O)COC(=O)c1ccc([N+](=O)[O-])o1 (centres undefined),34,0,11,-2.7,-37,5,34,0,57*
Oc1ccccc1C=Nc1ccccc1-c1nc2ccccc2[nH]1,6,-13,18,11,-16,-5,-9,-3,-25
COCc1c(C#N)c(NCCc2ccccc2)nc(C)c1[N+](=O)[O-],31,7,-54,14,8,-2,5,0,4
CCN1C(=O)[C@H]2[C@H]3CN=C(SCc4ccc(OC)cc4)N3[C@@](CC)(C(=O)OC)[C@H]2C1=O,5,-1,.,0.3,.,.,-4,.,27
O=C(OCC(=O)c1c[nH]c2ccccc12)c1cccc(O)c1,-10,4,19,2.0,-7,4,5,0,9
CNC(=S)N(CCc1c(C)[nH]c2ccc(OC)cc12)Cc1cccnc1,2,1,11,-0.2,9,-2,6,-1,7
COc1ccc(CCN(C)c2ccc(S(=O)(=O)N3CCCC3)cn2)cc1OC,26,1,-15,4.7,-24,-2,-14,-3,29
COc1ccccc1CCC(=O)Oc1ccccc1C#N,25,-3,23,0.3,-22,-2,26,-3,39
C=CCOc1ccc(C2N3CC4(CC)CN2CC(CC)(C3)C4=O)cc1 (centres undefined),20,1,14,-7.2,23,-1,-2,-2,15
CC(C)OC(=O)c1ccc(NC(=S)NC(=O)c2cncc(Br)c2)cc1,-18,-8,9,1.2,39,-7,17,-4,1
CCCCn1cnc2c(oc3ccccc32)c1=O,0,0,6,0.2,2,-1,-8,0,11
CCOC(=O)CC1CCCCN1C(=O)c1ccc2oc(CCc3ccccc3)nc2c1 (centres undefined),36,-3,4,-0.4,5,-3,5,0,27
Cc1ccc2nc(NCCc3ccccc3)c3nncn3c2c1,-12,-1,17,1.4,-2,2,6,4,-6
Cc1nn(C(C)C)c(C)c1CN1CCC(C(=O)Nc2cccc(-c3cccc(F)c3)c2)CC1,2,2,-3,1.1,-2,2,10,-8,9
Cc1ccc(N(CC(=O)NC2CCCC2)C(=O)c2c(C)noc2C)cc1C,20,0,-4,-0.6,-1,-7,-14,-1,13
CCOC(=O)C1CCN(C(=O)c2ccc(CNS(=O)(=O)c3ccc(C)cc3)cc2)CC1,26,0,2,-0.8,-15,-3,6,-1,27
Cn1c(SCC(=O)NC(C)(C)C)nnc1-c1cnccn1,16,1,12,-1.7,3,-1,0,0,6
Cc1cc(N2CCN(C)CC2)nc2ccc(NC(=S)NCCN3CCc4ccccc4C3)cc12,-20,0,7,4.3,-15,-3,-42,-6,-21
Cc1ccc(NC(=S)N2CCN(S(C)(=O)=O)CC2)cc1Cl,2,1,14,-1.5,13,0,6,2,4
COc1c(N2CCN(C(=S)NC3CC4CCC3C4)C(C)C2)c(F)cc2c(=O)c(C(=O)O)cn(C3CC3)c12 (centres undefined),12,1,33,3.9,3,-3,12,-4,16
